High-throughput results from PubChem.
SUMO1-SIM PPI: SUMO1-SIM interaction modulation | AID 602429 | SUMO1 binding to a labelled peptide, TR-FRET, 1 h | hit rate 0.33% among 360,000 | P63165 | inhibition, % at 20 µM; in the data active means inhibition above about 37%
NadD inh: NadD (S. aureus) enzyme inhibition. inhibition, % at 20 µM. purified NadD enzyme, colorimetric absorbance read-out. AID 602399. hit rate 0.78% among 360,000; in the data active means inhibition above about 26%; further: some compounds past the cut are filed as inactive
Tb MetRS inh: Trypanosoma brucei MetRS inhibition; hit rate 0.4% among 360,000; AID 624268; inhibition, % at 11.9 µM; purified T. brucei MetRS, ATP depletion, Kinase-Glo luminescence;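 active means inhibition above a per-plate cutoff of the control wells' mean inhibition plus 3 SD, cut at about 5.5% in these data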;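 further: 0% = DMSO wells median and 100% = median of wells with control inhibitor compound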
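Material – parasite MetRS enzyme · Medium – HEPES-MgCl2-KCl buffer plus DTT, spermine, BSA, pyrophosphatase · Reagent – ATP, methionine and E. coli bulk tRNA substrates · Times – 15 min enzyme-compound preincubation, 2 h reaction, 10 min detection, 25 °C · Measured by – luminescence of leftover ATP · Evaluation – percent inhibition relative to median high and low control wells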
DNMT1 inh: blocks human DNA methyltransferase DNMT1 | AID 588458 | inhibition (reported as % activation of signal), % at 10 µM | hit rate 0.83% among 360,000 | P26358 | DNMT1 molecular beacon, Hinp1I cleavage, fluorescence; in the data active means inhibition above about 50%
STEP inh: inhibitors of human striatal-enriched phosphatase STEP | P54829 | recombinant STEP, OMFP fluorogenic substrate, fluorescence | inhibition, % at 20 µM | hit rate 0.25% among 360,000 | AID 588621;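 active means inhibition at 20 µM, scaled per plate between control wells, above about 37%, limit read from the data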;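 further: 0% = DMSO with enzyme and substrate and 100% = substrate only without enzyme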
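medium = Bis-Tris buffer pH 6.0, 2.5 mM DTT, 0.005% Tween 20 | test system = STEP (striatal-enriched tyrosine phosphatase) enzyme, cell-free | measure = normalized % inhibition | compound dosing = 20 µM, 1% DMSO | also added = 25 µM OMFP | schedule = reaction 20 min, ambient temperature | measured by = fluorescence read at 480 nm ex / 540 nm em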
Scp-1 inhibitor: Scp-1 (human) phosphatase inhibition | Q9GZU7 | Recombinant Scp1, phosphopeptide, malachite green phosphate absorbance | inhibition, % at 20 µM | hit rate 0.88% among 340,000 | AID 493091;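 active means inhibition above about 50% at 20 µM, limit read from the data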;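 further: plate controls were DMSO wells with enzyme for no effect and wells lacking enzyme for full effect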
Target sequence (Q9GZU7 76-261 limits assumed): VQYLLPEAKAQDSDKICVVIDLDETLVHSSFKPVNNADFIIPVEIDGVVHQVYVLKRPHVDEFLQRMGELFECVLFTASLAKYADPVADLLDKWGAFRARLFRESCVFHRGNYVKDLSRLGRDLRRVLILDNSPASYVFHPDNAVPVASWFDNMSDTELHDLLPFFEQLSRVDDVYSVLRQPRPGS
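System: SCP-1 catalytic domain; Reagent: Phospho 17-mer peptide substrate; Doses: one concentration, 20 µM, with 1.0% DMSO; Incubation: 45 min room-temperature reaction, 5 min colour, 30 min stabiliser; Signal: Phosphate-binding colour reagent, absorbance read at 630 nm.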
CSN deneddyl inh: inhibitors of human CSN-mediated cullin deneddylation; Q92905; Purified CSN, SCF-Nedd8-OG deneddylation, fluorescence polarization; inhibition, % at 12.5 µM; hit rate 0.38% among 360,000; AID 651999;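 active means pattern-corrected inhibition above about 35%, with an unprinted fluorescence ratio check between 0.5 and 1.5, limit read from the data, passing the limit was not always enough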;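 further: 0% = enzyme with substrate and 100% = substrate without enzyme; some results filed as inactive read as strong as hits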
Target sequence (Q92905 whole entry, looked up, one chain of several): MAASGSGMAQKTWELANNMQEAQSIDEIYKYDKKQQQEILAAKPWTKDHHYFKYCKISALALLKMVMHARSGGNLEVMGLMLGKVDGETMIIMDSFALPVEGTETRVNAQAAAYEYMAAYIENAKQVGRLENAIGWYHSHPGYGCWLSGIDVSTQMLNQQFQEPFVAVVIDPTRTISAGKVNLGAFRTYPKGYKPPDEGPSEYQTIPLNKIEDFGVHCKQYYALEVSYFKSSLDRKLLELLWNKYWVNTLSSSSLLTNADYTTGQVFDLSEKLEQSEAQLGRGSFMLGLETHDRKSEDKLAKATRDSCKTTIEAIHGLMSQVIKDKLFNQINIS
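Schedule: reaction 90 min, room temperature / Assay system: HEK293T-derived human Csn5 enzyme / Input: Csn5 at 0.24 nM final / Measure: inhibition of Csn5 cleavage, % / Control set: substrate-only high control, full reaction low control / Technique: fluorescence polarization of the substrate / Buffer or medium: Tris/NaCl/DTT buffer, pH 7.5 / Reagent: SCFSkp2-Nedd8OG substrate at 10 nM final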
MsrA inh: inhibitors of bovine MsrA; hit rate 0.75% among 360,000; AID 651718; purified bovine MsrA, absorbance read-out; inhibition, % at 15.5 µM; in the data active means inhibition above about 4.5%;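 further: 0% = vehicle wells with enzyme and 100% = reference inhibitor wells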
Rpn11 inh: blocks the human proteasome subunit Rpn11. calls only at 20 µM. human 26S proteasome, Ub4-pepOG fluorescence polarization; 20S core pre-blocked with epoxomicin. AID 588493. hit rate 0.59% among 360,000. O00487;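 active means inhibition at 20 µM, scaled to each plate's controls, above about 33%, limit read from the data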
Target sequence (O00487 whole entry, looked up): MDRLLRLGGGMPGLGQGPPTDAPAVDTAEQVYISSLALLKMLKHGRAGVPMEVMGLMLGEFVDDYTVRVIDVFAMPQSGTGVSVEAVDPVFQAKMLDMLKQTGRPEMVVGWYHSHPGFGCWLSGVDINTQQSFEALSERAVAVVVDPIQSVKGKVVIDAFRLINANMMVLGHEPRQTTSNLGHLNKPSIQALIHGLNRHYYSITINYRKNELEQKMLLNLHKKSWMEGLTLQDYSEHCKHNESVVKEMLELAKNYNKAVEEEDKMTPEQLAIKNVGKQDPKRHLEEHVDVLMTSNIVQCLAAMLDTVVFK
LMPTP block: LMPTP (human) inhibition; inhibition, % at 20 µM; P24666; recombinant LMPTP-A, OMFP fluorogenic substrate, fluorescence intensity; AID 651560; hit rate 0.22% among 360,000;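 active means compounds that cut the enzyme signal by at least half of the control window in the single-dose screen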;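 further: plate controls were DMSO wells with enzyme plus substrate for no effect and substrate without enzyme for full effect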
Target sequence (P24666 whole entry, looked up): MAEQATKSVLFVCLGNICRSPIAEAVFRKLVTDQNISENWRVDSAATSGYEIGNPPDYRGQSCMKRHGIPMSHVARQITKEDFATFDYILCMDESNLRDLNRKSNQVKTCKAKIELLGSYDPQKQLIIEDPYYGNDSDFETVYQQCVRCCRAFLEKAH
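Buffer or medium: Bis-Tris pH 6.0, DTT, detergent; Assay system: LMPTP-A enzyme; Quantity: 0.625 nM enzyme; Detection: endpoint fluorescence intensity; Times: 50 min dark incubation at room temperature; Controls: substrate-only low control, DMSO enzyme-plus-substrate high control; Doses: single 20 µM dose; Read-out: percent inhibition versus substrate-only and uninhibited controls; Reagent: 400 µM OMFP.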
Numbers without * were called inactive; i = inactive; · = no result given.

SMILES	SUMO1-SIM PPI	NadD inh	Tb MetRS inh	DNMT1 inh	STEP inh	Scp-1 inhibitor	CSN deneddyl inh	MsrA inh	Rpn11 inh	LMPTP block
O=C(Nc1cccc(NC(=O)c2cccc(F)c2)n1)c1cccc(F)c1	8	2	-0.1	2	-3	-9	3	-0.2	i	3.5
CC(=O)N(C)c1ccc(OCC(O)Cn2c(C)nc3ccccc32)cc1 (stereo not drawn)	-1	-2	0.9	3	-2	-9	-7	0.4	i	2.1
O=C(Cc1ccc(Br)cc1)NNC(=O)Nc1ccc(Cl)cc1	3	-4	17*	26	1	63*	3	0.3	i	-0.4
C#CCOCCOCCOCCNc1nc(N2CCN(C(=O)[C@H]([C@@H](C)CC)n3cc(CCC(=O)O)nn3)CC2)nc(N2CCN(C(=O)[C@H](CCCCN)n3cc(CCCC)nn3)CC2)n1	0	-2	0.2	5	3	14	-5	-0.3	i	-1.5
Cc1nn(-c2ccccc2)c2[nH]c(=O)cc(C(F)F)c12	3	-6	-0.4	1	-1	-5	-2	0.8	i	-1.5
COc1cc(C(C)=O)ccc1Oc1cnccn1	-1	-11	-1.0	-2	-4	-2	-1	-0.5	i	-1.9
Cn1cc(CNC(=O)C2CCC(=O)N(Cc3ccccc3F)C2)cn1 (stereo not drawn)	-6	-4	-0.5	4	0	2	0	-1.1	i	-2.3
Cc1ccc(OCCOCCN2CCCC2)c(Br)c1	-1	-10	-1.0	1	0	-4	2	-0.8	i	-3.7
CN1CCN(c2cc(=O)n(-c3ccc(Cl)cc3)c(=O)[nH]2)CC1	7	-2	-0.1	-4	3	-10	-9	-0.8	i	-1.5
Oc1c(CN2CCOCC2)ccc(CN2CCOCC2)c1O	3	14	0.4	-4	1	-16	2	0.0	i	1.4
CC(C)CC(=O)c1c[nH]c(C(=O)NCc2ccc(F)cc2)c1	1	-1	0.4	-2	0	-8	0	-0.6	i	-0.4
O=C(CSc1nc2c([nH]c3ccccc32)c(=O)n1-c1ccc(F)cc1)NCc1ccco1	5	1	0.9	9	0	-10	-5	-0.6	i	0.1
Cc1cc(N2CCN(c3ccccc3Cl)CC2)n2cc(-c3ccccc3)nc2n1	8	16	-0.7	-11	4	3	-5	0.1	i	8.7
CCCCN(C(=O)NC(=O)C1=C(N2CCOCC2)/C(=C/c2ccccc2)CC1)S(C)(=O)=O	-24	-1	0.0	0	1	-3	4	0.8	i	1.6
CC1(C(=O)NCCc2c[nH]c3ccccc23)C=CCN1C(=O)c1ccccc1 (stereo not drawn)	-1	-7	0.0	1	-2	-2	1	2.1	i	-2.0
O=C(CN1C(=O)c2cccnc2Oc2ccc(Cl)cc21)NCCC1=CCCCC1	10	-4	-0.4	1	0	-3	3	-0.3	i	0.6
COC(=O)[C@@]1(Cc2ccc(F)cc2)[C@H]2c3cc(C(=O)N4CCCC4)n(CCc4ccc(OC)c(Br)c4)c3C[C@H]2CN1C(=O)c1ccccc1	5	12	-0.5	·	·	·	-2	1.1	·	6.4
CCOC(=O)c1c(C)[nH]c(C(=O)COC(=O)c2cnc(C)cn2)c1C	-5	0	0.2	-4	0	-4	-4	1.6	i	-1.3
O=C1CCC(=O)N1CC(=O)N(c1ccccc1)c1ccccc1	3	0	-0.1	2	2	-8	-3	-0.9	i	0.1
Cc1csc(NC(=O)CSc2nnnn2C)n1	1	-1	-3.0	2	-2	5	-3	0.6	i	-0.6
Cc1c(C(=O)OCC(=O)c2ccc3c(c2)OCCO3)oc2ccccc12	-2	-8	0.4	-6	3	-22	0	0.1	i	2.5
CCOC(=O)N1CCC(NC(=O)Cn2c3c(c(-c4ccccc4Cl)cc2=O)CCC3)CC1	7	3	0.1	1	0	-1	1	1.0	i	-1.2
O=C(Nc1ccc(F)cc1)C1CCC(CNc2c(N3CCCCC3)c(=O)c2=O)CC1 (stereo not drawn)	-2	2	-1.0	0	4	-11	-5	-0.9	i	1.1
CCn1c(O)c(/C=C/C=C/C=Nc2ccccc2)sc1=S	-2	4	-0.1	-11	0	-1	11	0.6	i	0.6
CCOC(=O)c1[nH]c(=O)[nH]c1COC(=O)c1cc2ccccc2o1	2	2	-1.3	-2	1	4	1	-0.8	i	0.0

4 compounds out of the list, arranged by SMILES length, low to high:
SMILES	SUMO1-SIM PPI	NadD inh	Tb MetRS inh	DNMT1 inh	STEP inh	Scp-1 inhibitor	CSN deneddyl inh	MsrA inh	Rpn11 inh	LMPTP block
O=C1CCC(=O)N1CC(=O)N(c1ccccc1)c1ccccc1	3	0	-0.1	2	2	-8	-3	-0.9	i	0.1
O=C(Nc1cccc(NC(=O)c2cccc(F)c2)n1)c1cccc(F)c1	8	2	-0.1	2	-3	-9	3	-0.2	i	3.5
CCOC(=O)c1[nH]c(=O)[nH]c1COC(=O)c1cc2ccccc2o1	2	2	-1.3	-2	1	4	1	-0.8	i	0.0
CCOC(=O)N1CCC(NC(=O)Cn2c3c(c(-c4ccccc4Cl)cc2=O)CCC3)CC1	7	3	0.1	1	0	-1	1	1.0	i	-1.2

Other compounds.
SMILES	SUMO1-SIM PPI	NadD inh	Tb MetRS inh	DNMT1 inh	STEP inh	Scp-1 inhibitor	CSN deneddyl inh	MsrA inh	Rpn11 inh	LMPTP block
CCOC(=O)c1c(C)[nH]c(C(=O)COC(=O)/C=C/c2cccc(OC)c2OC)c1C	-1	-3	0.2	3	-3	-2	-3	0.2	i	-0.1
CCN(CC)C(NC(=O)Cc1ccccc1)C(Cl)(Cl)Cl (stereo not drawn)	-1	3	-0.1	3	-1	-2	-2	0.6	i	-1.1
O=C(COC(=O)CNC(=O)c1ccccc1)Nc1ccc(F)c([N+](=O)[O-])c1	-15	-1	0.8	-2	-1	-2	-3	-0.2	i	-0.4
O=C(CS)Nc1ccc2ccccc2c1	-9	0	-0.5	1	-1	-10	7	-0.7	i	3.2
COc1ccc(OCc2nc(N)nc(Nc3ccc(C)cc3)n2)cc1	0	-5	-0.2	-1	-1	2	2	-0.4	i	1.2
Cc1cccc(CN2CCN(C(C)C(=O)NC(C)c3ccccc3)CC2)c1 (stereo not drawn)	-1	-4	-1.0	0	5	-9	-1	0.9	i	-2.3
COC(=O)c1ccccc1NC(=O)c1cnn2c(C(F)F)cc(C3CC3)nc12	-2	-5	-1.6	1	0	-9	2	-0.9	i	1.6
CCOC(=O)c1nnn(-c2nonc2-n2cccc2)c1CN1CCC(C)CC1	3	18	-0.7	9	3	-5	4	-0.2	i	3.8
O=C(COC(=O)c1c[nH]c2ccccc12)NCc1ccccc1	-1	-2	-0.2	1	-1	·	-2	2.5	i	-2.5
Cc1cc(N/N=C2\CC(C)CC(C)(C)C2)nc2ccccc12 (stereo not drawn)	-6	-4	-0.4	7	2	2	3	0.2	i	1.2
COc1cccc(NC(=S)N2CCc3cc(OC)c(OC)cc3C2)c1	1	1	-0.4	3	5	-7	7	1.4	i	1.1
COC(=O)Cc1ccc(NC(=S)NCCSc2ccc(C)cc2)cc1	1	-3	-1.9	3	0	7	-2	0.8	i	-0.1
CC1CCCCC1NC(=O)Cn1c(=O)oc2cc(S(=O)(=O)N3CCCC3)ccc21 (stereo not drawn)	7	-1	-0.4	3	-3	9	-2	-0.3	i	2.4
CCOc1cc(C(=O)OCC(=O)Nc2cc(C)on2)cc(OCC)c1OCC	7	-6	-1.0	12	-3	-6	7	0.4	i	-1.1
S=C(NCCSCc1ccccc1Cl)Nc1ccccc1	0	-10	1.7	-5	1	-3	4	1.2	i	1.7
O=C(NCCc1ccccc1)C(c1ccccc1)N(C(=O)c1csnn1)C1CC1 (stereo not drawn)	0	-6	-1.5	-1	2	-1	2	-1.1	i	-0.5
CCCNC(=O)c1cccc(Cn2cc(Br)c([N+](=O)[O-])n2)c1	-17	-2	0.1	-5	0	-7	2	-0.3	i	-1.0
O=C(NN=CC=Cc1ccccc1)C(O)C(O)C(=O)NN=CC=Cc1ccccc1 (stereo not drawn)	9	8	-0.5	11	-1	45	-1	1.2	i	2.3
C=CCn1c(SCC(=O)Nc2c(C)n(C)n(-c3ccccc3)c2=O)nc2ccccc2c1=O	2	1	-0.4	0	-1	-1	2	0.5	i	0.6
CCN(CC)S(=O)(=O)c1cccc(NC(=O)CCSc2ccc(Cl)cc2)c1	1	-1	0.1	-12	2	-10	5	-0.2	i	3.1
COc1ccc(-c2c(-c3ccc(O)cc3O)n[nH]c2C)cc1OC	9	-6	0.7	-2	-2	-6	-8	·	i	-0.8
COC(=O)c1ccc(N2C(c3cc(OC)cc(OC)c3)=Cc3ccc(-c4ccc(C(N)=O)cc4)cc3C2CC(=O)C2CC2)cc1 (stereo not drawn)	2	24	-1.4	·	·	·	0	3.9	·	2.4
CCCCOP(=O)(c1ccc(N(C)C)cc1)C(O)c1ccc(C(C)C)cc1 (stereo not drawn)	-3	-3	-1.1	-1	-1	-7	-2	-1.6	i	0.9
CCc1nc(SCC(=O)Nc2cc(C)on2)c2c(C)c(C)sc2n1	0	-5	-0.3	3	-2	-18	-5	0.6	i	0.2
Cc1ccccc1-n1nnnc1-c1ccccc1	1	0	0.1	1	0	0	-4	-0.4	i	0.4
C=CCSc1nnc(CCCCCN2C(=O)c3cccc4cccc(c34)C2=O)o1	-23	-7	0.1	-2	2	-9	6	1.2	i	1.4

Filtered by structure: the entries above with a nitro group on carbon
SMILES	SUMO1-SIM PPI	NadD inh	Tb MetRS inh	DNMT1 inh	STEP inh	Scp-1 inhibitor	CSN deneddyl inh	MsrA inh	Rpn11 inh	LMPTP block
O=C(COC(=O)CNC(=O)c1ccccc1)Nc1ccc(F)c([N+](=O)[O-])c1	-15	-1	0.8	-2	-1	-2	-3	-0.2	i	-0.4
CCCNC(=O)c1cccc(Cn2cc(Br)c([N+](=O)[O-])n2)c1	-17	-2	0.1	-5	0	-7	2	-0.3	i	-1.0
